ALOX12 inh: Primary qHTS assay for inhibitors of human arachidonate 12S-lipoxygenase (ALOX12): Round 2 | Polyunsaturated fatty acid lipoxygenase ALOX12 (Homo sapiens), P18054 | purified 12hLO, xylenol orange hydroperoxide absorbance | Potency, µM (highest dose often 108 µM), for the others: at the highest dose activity change, negative = inhibition, actives largely listed as inhibitors | 580,000 tested, 1.1% active | AID 1671190, 2021; active = well fitted inhibition curve with a large enough effect; inconclusive = small, poorly fitted or top-dose-only effect, or another doubt; inactive = no such curve, though single readings can be large or run the other way
Target sequence (P18054 whole entry, looked up): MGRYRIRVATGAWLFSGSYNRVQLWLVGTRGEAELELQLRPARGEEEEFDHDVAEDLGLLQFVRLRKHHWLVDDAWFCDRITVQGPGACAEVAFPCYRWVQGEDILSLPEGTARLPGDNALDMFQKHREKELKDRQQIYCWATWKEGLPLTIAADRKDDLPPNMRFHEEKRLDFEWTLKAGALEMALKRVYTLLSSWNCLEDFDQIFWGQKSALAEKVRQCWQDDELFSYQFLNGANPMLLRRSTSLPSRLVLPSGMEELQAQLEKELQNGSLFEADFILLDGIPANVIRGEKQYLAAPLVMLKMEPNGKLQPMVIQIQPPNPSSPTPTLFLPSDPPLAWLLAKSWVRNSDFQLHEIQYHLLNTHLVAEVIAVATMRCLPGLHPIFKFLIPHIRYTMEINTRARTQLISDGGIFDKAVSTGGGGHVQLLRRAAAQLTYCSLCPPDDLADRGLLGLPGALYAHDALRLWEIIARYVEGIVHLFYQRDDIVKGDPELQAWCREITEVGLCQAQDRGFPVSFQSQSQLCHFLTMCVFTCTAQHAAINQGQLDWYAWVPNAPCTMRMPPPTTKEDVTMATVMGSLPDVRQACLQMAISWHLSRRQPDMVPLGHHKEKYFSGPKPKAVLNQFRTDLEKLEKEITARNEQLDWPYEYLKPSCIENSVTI
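Purified human 12hLO at 150 nM in 25 mM Hepes, 0.01% Triton X-100, pH 7.0, preincubated 15 min at room temperature with compound. Reaction started with 40 uM arachidonic acid, 30 min at room temperature. Hydroperoxide measured by Fe-xylenol orange, 573/405 nm absorbance ratio.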
* marks the source's active call; other numbers are inactive results; ? = inconclusive; & = joins results of further samples; [ ] = another dose, or the depositor's remark. % is set by controls: 0 for no effect and ±100 for the full control effect; potency is the fitted concentration of half-maximal effect. This is a subset; the hit share may differ from the screen's.

SMILES	ALOX12 inh
CC(NC(=O)CSc1nc(-c2cccs2)nc2ccccc12)c1ccco1 (stereo not drawn)	-18.3%
COCCO[C@H]1C(=O)N(C2CCN(C(=O)NCc3ccccc3)CC2)[C@H]1c1ccncc1	41.1%[activator]
Cc1cccc(CN2C[C@@H](C(=O)O)C[C@H](C(=O)N3CCN(C)CC3)C2)n1	117.0%[activator]
Cc1noc(N)c1C(=O)OC(C)C(=O)NC1CCCCCC1 (stereo not drawn)	15.6%
O=C(C1CC1)N1CCCC(c2nc(CCOCC3CCOCC3)no2)C1 (stereo not drawn)	55.5%[activator]
Cc1nc2ccc(NC(=O)c3cc4c(s3)CCC4)cc2s1	-26.7%
COc1ccc(S(=O)(=O)N[C@H]2[C@H](O)[C@H](O)C[C@@H]2c2ccc(C(F)(F)F)cc2)cc1	57.1%[176 µM]
COc1cc(OC)cc(-c2noc(-c3ccc(CSCc4ccccc4F)o3)n2)c1	-17.7%
Cc1noc(C)c1CCC(=O)N1CCn2nc(Cc3ccccc3)cc2C1	34.9%[activator]
COC(=O)C1CN(Cc2cn(Cc3ccc(C)cc3)nn2)CCS(=O)(=O)N1Cc1ccc(OC)cc1 (stereo not drawn)	3.3%
CNc1nc2cnc(Nc3ccc(F)cc3)cc2n1-c1cccc(C(F)(F)F)c1	3.2%
CCOC(=O)c1oc2cc(OC(=O)C(C)C)ccc2c(=O)c1-c1nc2ccccc2s1	-7.0%
CC1=CCC2C(C)(CC[C@H](O)C2(C)C)C1COc1ccc2ccc(=O)oc2c1 (stereo partly drawn)	6.7%
CCCn1nc(C(=O)Nc2sc3c(c2C(N)=O)CCC3)c2ccccc2c1=O	-4.2%
O=C(O)Cc1ccc(S(=O)(=O)Cc2ccccc2)cc1	1µM*
CCCN1CCN(c2cc(C(=O)O)c3cc(NC(=O)C(C)C)ccc3n2)CC1	11.2µM*
CCCOc1cc(S(=O)(=O)NC(CC)CO)ccc1Cl (stereo not drawn)	1.7%
C=CCC(=O)N1CCCC(N2CCN(c3cccc(C(F)(F)F)c3)CC2)C1 (stereo not drawn)	16.3%
O=C1CSc2ccc(C(=O)Nc3ccccc3O)cc2N1	?
CC(Oc1ccc(/C=C(/C#N)c2nc3ccccc3[nH]2)cc1)C(=O)O (stereo not drawn)	-76.5%
O=C(CN(c1ccccc1F)S(=O)(=O)c1ccccc1)Nc1ccccc1C(=O)O	?
COCCCNC(C(=O)O)c1cn(CC(=O)O)c2ccc(OC)cc12 (stereo not drawn)	?
Cn1nccc1-c1cc2c(ccn2C)c(C(=O)NCc2cccnc2)n1	53.5%[activator][176 µM]
O=c1[nH]c(=O)n(-c2ccccc2F)c2c1CN(Cc1ccco1)CN2	-0.5%
O=C(c1ccccn1)N1CCC(CCOc2ccccc2F)C1 (stereo not drawn)	22.9%
SMILES	ALOX12 inh
Cc1ccccc1CC(=O)N1CC(F)(F)C[C@H]1c1nnc(C2CC2)o1	56.8%[activator]
CC(C)c1cccc(C(C)C)c1NC(=O)c1ccccc1Sc1ccccc1C#N	?
Cc1ccc(CN(C)C2CCc3nn(C)c(=O)n3CC2)nc1 (stereo not drawn)	61.5%[activator]
CCC1(C2CCN(Cc3ccccc3Cl)CC2)NC(=O)N(CC2COc3ccccc3O2)C1=O (stereo not drawn)	1.9%
O=C1[C@H]2CN(Cc3ccccc3Cl)C[C@H]2C(=O)N1Cc1ccc2c(c1)OCO2	17.3%
COc1ccc(NC2=NC(CC(=O)Nc3ccc4c(c3)OCCO4)C(=O)N2)cc1 (stereo not drawn)	-0.3%
CCN(Cc1ccccc1)C(=O)CC1CCCN(c2cn[nH]c(=O)c2)C1 (stereo not drawn)	6.1%
Cc1ncccc1C(=O)N1CCCn2ccnc2C1c1ccccc1 (stereo not drawn)	20.7%
COc1ccccc1-c1nnc(SCC(=O)N(C)C2(c3ccccc3Cl)CCCCC2=O)o1 (stereo not drawn)	-25.7%
CCN(CC)c1nc2c(S(=O)(=O)c3ccc(C(C)C)cc3)nnn2c2ccsc12	23.9%
CN(C)c1ncc2ncc(=O)n(C)c2n1	-17.7%
Cc1nc([C@H]2CCN(Cc3ccc(C(F)(F)F)cc3)C[C@H]2NC(=O)C2CC2)n[nH]1	56.6%[activator]
Cc1ccc(NC(=O)CCc2ncc(-c3ccccc3)o2)c(O)c1	3.7%
C[C@@H]1OC(C2CCCCC2)N(C)[C@H]2C[C@H]3c4[nH]c5cccc(-c6ccccc6)c5c4CCN3C[C@@H]12 (stereo partly drawn)	40.9%
O=C(CSc1nc2ccccc2nc1N1CCCC1)NCc1ccccc1	?
CCOc1ccc(C(=O)N[C@@H]2CN(S(C)(=O)=O)C[C@H]2CN(C)C)cc1	102.9%[activator]
Cc1cc(S(=O)(=O)[C@H]2CS(=O)(=O)C[C@@H]2N2CCN(c3ccc(F)cc3)CC2)ccc1F	29.5%
CCCCCC(=O)N1CCC(O)(c2csc(CN3CCN(C)CC3)n2)CC1	37.0%[activator][176 µM]
COc1cccc(CNC(=O)N2CCCC(Cn3cnc4cccnc43)C2)c1 (stereo not drawn)	39.5%[activator]
CC(C)c1ccc(CNC(=O)C2CCN(c3cc(C(F)(F)F)ncn3)CC2)cc1	?
O=C(NCC1(COc2cnccn2)C[C@@H](O)[C@@H](O)C1)c1cccnc1 (stereo partly drawn)	106.3%[176 µM]
CC(=O)N1CCN(S(C)(=O)=O)C[C@@H]1C(=O)N[C@H](Cc1c[nH]c2ccccc12)C(N)=O	47.7%
COc1ccc(NC(=O)C(Sc2nnc(-c3ccco3)n2N)c2ccccc2)cc1Cl (stereo not drawn)	?
CCCSc1nc2c(c(=O)[nH]c(=O)n2C)n1CCOCC	-5.7%
CNC(=O)CC1CCOC2(CCN(C(=O)Cn3nc(C(F)(F)F)cc3C)CC2)C1 (stereo not drawn)	39.3%[activator]
SMILES	ALOX12 inh
COc1ccc(NC(=O)COc2cc(C)cc(C)c2)c2cccnc12	24.9%
COc1cc(C(=O)C(=O)N2CCN(c3ccc(C)cc3)CC2)cc2ccccc12	?
COCCN1CCCc2nc(-c3ccc(F)cc3)ccc21	?
CC(C)(C)CC(=O)N1CC[C@@H](CC(=O)O)[C@@H](CCN2CCN(c3ccccc3)CC2)C1	?
COc1ccc2cc(C(=O)NCC(=O)Nc3cccc(C)c3C)c(C)nc2c1	40.1%[activator]
Cc1ccc(C(=O)NC(Nc2cc(C)ccc2C)C(Cl)(Cl)Cl)cc1 (stereo not drawn)	-8.0%
CCC(=O)N1N=C(c2ccc(F)cc2)CC1c1ccc2nccnc2c1 (stereo not drawn)	-24.7%
Cc1cc(=O)oc2cc(OCc3nc(-c4ccccc4)no3)ccc12	0.3%
CCn1nc(C(=O)N(C)c2cc(F)ccc2F)c2ccccc2c1=O	10.3%
COc1cc(NC(=O)N2CCC(Oc3ncccc3C(=O)N(C)C)C2)cc(OC)c1OC (stereo not drawn)	34.1%
COCCNC(=O)COC(=O)c1cc(-c2ccc(Cl)s2)nc2ccccc12	-21.4%
CC(Cn1cccn1)C(=O)N1CCC(Oc2ccccc2)(C(=O)O)CC1 (stereo not drawn)	15.9%
O=C(c1cn(C2CNC2)nn1)N1CCOCC1	30.2%
CC(C)c1c(C(=O)NC(c2cccnc2)C(F)(F)F)cnn1-c1nccc(-c2cccs2)n1 (stereo not drawn)	8.3%
CC(C)CCN1C[C@@H]2[C@H](C1)N(Cc1ccccc1F)C(=O)C(C)(C)[S+]2(=O)[O-]	-9.3%[176 µM]
CC(C)(C)C1CCC2(CC1)NC(=O)N(CC(=O)NCc1ccco1)C2=O (stereo not drawn)	10.3%
O=C(CC1CCOCC1)NCc1ccccc1F	13.5%
CC(C)CCN1CCOc2cc(C(=O)Nc3cccnc3)ccc2C1	25.0%[176 µM]
COc1cc(C2C3=C(CCCC3=O)OC3=C2C(=O)CCC3)cc(Cl)c1OCC(=O)O	-24.8%
COc1cc(=O)n2c(c1C(=O)N(C)C(C)c1ccco1)CCN(C(=O)c1ccc(C(C)=O)cc1)CC2 (stereo not drawn)	-8.1%
O=S(=O)(c1ccc2c(c1)CCCC2)N1CCCC(Cn2cnc3cccnc32)C1 (stereo not drawn)	27.8%
COC(=O)[C@H](C(C)C)N1CCc2nnn(CC3CCCCC3)c2-c2ccccc2S1(=O)=O	?
Cc1ccc(NC(=O)C(Sc2ncccn2)c2ccccc2)cc1 (stereo not drawn)	-50.5%
CNC(=O)[C@@H]1C[C@@H](n2cc(CN(C)C(=O)c3cccc(F)c3F)nn2)CN1	?
Cc1cccc(C)c1NC(=O)Cc1c[nH]c2ccccc12	12.2%

Rewritten bar-delimited: entries from further up
Molecule | ALOX12 inh
O=C(CSc1nc2ccccc2nc1N1CCCC1)NCc1ccccc1 | ?
Cc1ccc(CN(C)C2CCc3nn(C)c(=O)n3CC2)nc1 (stereo not drawn) | 61.5%[activator]
C=CCC(=O)N1CCCC(N2CCN(c3cccc(C(F)(F)F)c3)CC2)C1 (stereo not drawn) | 16.3%
Cc1cc(S(=O)(=O)[C@H]2CS(=O)(=O)C[C@@H]2N2CCN(c3ccc(F)cc3)CC2)ccc1F | 29.5%
Cc1noc(N)c1C(=O)OC(C)C(=O)NC1CCCCCC1 (stereo not drawn) | 15.6%
CCC(=O)N1N=C(c2ccc(F)cc2)CC1c1ccc2nccnc2c1 (stereo not drawn) | -24.7%

The list goes on.
SMILES	ALOX12 inh
O=C(/C=C/c1ccc(Cl)c(Cl)c1)c1ccccc1OC(F)F	-8.8%
Cc1ccc(C23CC4CC(CC(C(=O)Nc5ccc(F)cc5F)(C4)C2)C3)cc1	1.2%
Cc1ccc(C(C)NC(=O)Nc2ccc(N3CCOCC3)nc2)o1 (stereo not drawn)	22.0%
COc1ccccc1-c1c(C)nn2c(SCC(=O)NCc3ccc(Cl)cc3)cc(C)nc12	?
COc1ccc(F)c(CN2CCCC(O)(CN3CCN(CCO)CC3)C2=O)c1 (stereo not drawn)	-1.4%
CCC(CC)C(=O)NC[C@H]1O[C@@H](CC(=O)N2CCN(c3ccccc3OC)CC2)[C@H](O)[C@@H]1O	12.4%
COc1ccc(C2(C(=O)N3CCCCCC3c3nc(-c4cccnc4)no3)CC2)cc1 (stereo not drawn)	4.3%
CN(Cc1ccco1)C(=O)c1cn[nH]c1-c1ccc(Cl)cc1	-14.7%
CO[C@@H]1CN(C)C(=O)c2ccc(NC(=O)c3ccccc3F)cc2OC[C@@H](C)N(CC2CCOCC2)C[C@@H]1C	?
CCOc1ccc(OCCC(=O)OCC(=O)Nc2c(F)cccc2F)cc1	5.4%
Cn1cnc(C(=O)N2CCC(N3CC4CC(C3)[C@H]3CCCC(=O)N3C4)CC2)c1 (stereo partly drawn)	?
CC(=O)c1cc(CN2CCCC(C(=O)c3cccc(OC(C)C)c3)C2)cs1 (stereo not drawn)	29.6%
COc1cc(C)cc2oc(=O)c(CC(=O)NC3CCCCCC3)c(C)c12	?
N#Cc1ccc(C(=O)N2CCC(Cc3ccc(C(N)=O)cc3)CC2)cc1	1.1%
CCc1noc(-c2ccn3c(CNC(=O)CCc4ccc(OC)cc4)nnc3c2)n1	40.8%[activator]
COc1ccc(NC(=O)Cn2c(=O)n(-c3ccccc3)c(=O)c3c2cc(C)n3C)cc1	-7.5%
COc1ccc(-c2nc(C(C)C)nc3c2CCN(C(=O)c2ccc(Cl)nc2)CC3)cc1	-16.0%&2.6%
COC(=O)c1ccc(COC(=O)c2ccc(Cl)cc2O)cc1	?
Cc1ccc(C(=O)NCc2ccncc2)c(C)c1	11.8%
Cc1c(Br)cnn1CCc1nnc(Nc2ccn(Cc3ccccc3Cl)n2)s1	?
CCCC(=O)Nc1ccc(C2OC(=O)N(Cc3ccc(F)cc3)C2C(=O)NCc2ccccc2)cc1 (stereo not drawn)	-3.8%
O=[N+]([O-])c1c(Nc2ccccc2Cl)ccc2nonc12	6.2%
CCCCNCc1ccc(-c2ccc(C(=O)O)cc2)o1	-26.1%
Clc1ccc(Cn2c(CN3CCOCC3)nc3ccccc32)c(Cl)c1	24.6%
O=C(Nc1ccccc1Cl)N1CCC(Oc2ncccc2C(=O)N2CCCCC2)C1 (stereo not drawn)	32.8%[activator]

4 of the compounds above, bar-delimited:
SMILES | ALOX12 inh
CCC(CC)C(=O)NC[C@H]1O[C@@H](CC(=O)N2CCN(c3ccccc3OC)CC2)[C@H](O)[C@@H]1O | 12.4%
COc1ccc(C2(C(=O)N3CCCCCC3c3nc(-c4cccnc4)no3)CC2)cc1 (stereo not drawn) | 4.3%
CN(Cc1ccco1)C(=O)c1cn[nH]c1-c1ccc(Cl)cc1 | -14.7%
CO[C@@H]1CN(C)C(=O)c2ccc(NC(=O)c3ccccc3F)cc2OC[C@@H](C)N(CC2CCOCC2)C[C@@H]1C | ?

Next part:
SMILES	ALOX12 inh
CCOc1ccc(NC(=O)Nc2c(NC3CCCCC3)c3ccccc3oc2=O)cc1	-7.2%
Cn1ncc2c(C(=O)NC3CC3)cc(-c3cc(Cl)cc(Cl)c3)nc21	-0.3%[6.33 µM]
CC(=O)NC[C@@H]1C=C(C)[C@H](CC(=O)N2CCN(C(C)=O)CC2)C[C@H]1C(C)C	?
CN(C)Cc1nc(C(=O)N2CCCn3nc(CO)cc3C2)cs1	47.9%[activator]
O=C(c1ccc(S(=O)(=O)N2CCOCC2)cc1)N(c1ccc(Cl)cc1)C1C=CS(=O)(=O)C1 (stereo not drawn)	-0.9%
Cc1cccc(NC(=O)Nc2ccc(C)n(CC(=O)O)c2=O)c1	18.0%
